Bioassay records deposited in PubChem BioAssay by National Center for Advancing Translational Sciences (NCATS).
BRCA1 expr up = activators of BRCA1 expression. MCF7-BRCA1-FFLuc reporter, luminescence, 48 h; response scale: scaled: vehicle 0%, 10 µM genistein 100%. Potency, µM (titrated, usually from 46.1 µM), without a hit: at the highest dose activation, usual class: activators. actives 1.1% (n = 380,000). AID 624202; also: nearly all actives have a fitted effect of over 80% in size; some results filed as inactive show a strong effect at the top dose
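First, MCF7-BRCA1-FFLuc cells (2000/well) attach for 2 h; next, compounds are pin-added and incubated 48 h at 37 °C; finally, luciferase reagent is added and luminescence read after 15 min.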
NPC1 promoter act = activators of NPC1 promoter; Huh7 NPC1 promoter luciferase reporter, 24 h; Potency, µM (highest dose often 9.22 µM), without a hit: at the top dose activation, actives largely listed as activators; actives 2.4% (n = 320,000); AID 485313;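 also: % of control where 0% means no effect; nearly all actives have a fitted effect of over 60% in size; reporter is driven by a mutant NPC1 promoter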
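Luciferase expression driven by the NPC1 promoter was measured in stably transfected Huh7 cells after a 24 h compound incubation, using a luciferase reagent and a luminescence read.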
MLL CXXC-DNA inh = MLL CXXC-DNA interaction inhibition; AID 2662; Potency, µM (titrated, usually from 115 µM), without a hit: at the highest dose activity change, negative = inhibition, actives largely listed as inhibitors; MLL-CXXC / FITC-HOXA9 DNA fluorescence polarization; Q03164; actives 0.037% (n = 290,000); active = well fitted inhibition curve with a large enough effect in the polarisation, with a control signal flat, not every such curve was filed as active; inconclusive = small, poorly fitted or top-dose-only effect, or effect the other way, or a change in a side signal; inactive = no such curve, though single readings can be large or run the other way; the % refers to the polarisation
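Purified MLL-CXXC (added from a 7 uM solution) was preincubated 5 min at ambient with pinned compounds in 50 mM Tris-HCl pH 7.5, 50 mM NaCl, 1 mM DTT, 0.05% BSA. Fluorescein-labeled HOX-A9 DNA (50 nM solution) followed, 30 min, then polarization read.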
ELG1 genotoxic = inducers of genotoxicity in HEK293T ELG1-luciferase cells | Potency, µM (top dose mostly 46 µM), inactives show top-dose activity change, positive = activation, hits mostly activators | HEK293T ELG1-luciferase reporter, luminescence, 16 h | actives 1.3% (n = 330,000); also: % of control where 0% means no effect; nearly all actives have a fitted effect of over 60% in size
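Luminescence read-out: rising ELG1-luciferase signal, reflecting elevated ELG1 protein under genetic stress, flags genotoxic compounds. Cells were treated for 16 hr at 37 °C before ONE-Glo detection.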
MBNL1-CUG inh = inhibitors of human MBNL1 binding to CUG repeat RNA; Q9NR56; TR-FRET MBNL1-His/biotin-(CUG)12 binding, 665/545 ratio; Potency, µM (highest dose often 57.5 µM), inactives show at the highest dose activity change, negative = inhibition, hits mostly inhibitors; actives 0.036% (n = 280,000); active = well fitted inhibition curve with a large enough effect in the signal ratio, with a control signal flat, not every such curve was filed as active; inconclusive = small, poorly fitted or top-dose-only effect, or effect the other way, or a change in a side signal; inactive = no such curve, though single readings can be large or run the other way; the % refers to the signal ratio; also: % is scaled to controls: 0 for no effect and ±100 for the full control effect
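Compound titration spanned 92 nM–58 uM against the MBNL1-His/biotin-(CUG)12 complex. After 60 min at room temperature with 5 nM streptavidin-XL665 and 0.055 ng/ul terbium anti-His, ratiometric 665/545 nm emission (Ex 340 nm) normalized to controls.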
VP16 counter = inhibits Gal4-VP16 luciferase reporter, ROR gamma counter-screen. actives 3.5% (n = 310,000). AID 2546. Potency, µM (series often up to 53.6 µM), for inactives: at the highest dose activity, negative = inhibition, usual class: inhibitors. Drosophila S2 Gal4-VP16 UAS-luciferase, luminescence, 20 h;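 also: Gal4-VP16 expression switched on by copper sulfate through the metallothionein promoter; % is scaled to controls: 0 for no effect and ±100 for the full control effect; nearly all actives have a fitted effect of over 50% in size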
p53 reactivation = restores transcriptional activity of mutant p53 | H1299 p53-A138V BP100-luciferase reporter, luminescence, 24 h | Potency, µM (doses to about 92.2 µM), inactives show top-dose activity change, positive = activation, hits mostly activators | actives 0.063% (n = 320,000) | AID 504706; also: % of control where 0% means no effect; nearly all actives have a fitted effect of over 45% in size
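H1299 (p53-null), stable ts p53-A138V + BP100-Luc; 1000 cells/well, Opti-MEM/10% FBS; cpd 4 pt, 1:5; 24 h, 37 deg C, 5% CO2; detection reagent 10 min RT; luminescence.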
RORg inh = ROR gamma (mouse) transcription inhibition | actives 5.4% (n = 310,000) | Potency, µM (titrated, usually from 53.6 µM), for inactives: top-dose activity change, negative = inhibition, usual class: inhibitors | Drosophila S2 Gal4-RORgamma UAS-luciferase reporter, 20 h | P51450; also: % is scaled to controls: 0 for no effect and ±100 for the full control effect; nearly all actives have a fitted effect of over 60% in size
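Stably transfected Drosophila Schneider cells are the test system, with ROR gamma fused to Gal4 and luciferase under UAS control; luminescence is read after 20 hr of 700 uM copper sulfate induction at ambient temperature.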
FLuc modulator = inhibits or activates purified firefly luciferase, miR-21 counter-screen; P08659; Potency, µM (top dose mostly 57.5 µM), without a hit: at the top dose activity change, negative = inhibition, usual class: inhibitors; purified FLuc, Km substrates, luminescence inhibition; actives 6.9% (n = 360,000); AID 588342;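 also: plate controls were vehicle for no effect and reference inhibitor for full effect; nearly all actives have a fitted effect of over 55% in size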
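Purified P. pyralis luciferase (10nM final) with 10uM D-luciferin and 10uM ATP (Km levels) in 50mM Tris acetate pH 7.5, 10mM Mg acetate, 0.01% Tween-20, 0.05% BSA; qHTS 6-point titration, ~60 µM downward; luminescence read.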
Rab9 promoter act = Rab9 promoter activation; Huh7 Rab9 promoter-luciferase reporter, luminescence, 24 h; Potency, µM (titrated, usually from 9.22 µM), for the others: top-dose activation, negative = inhibition, hits mostly activators; actives 2.8% (n = 320,000); AID 485297; also: % of control where 0% means no effect; nearly all actives have a fitted effect of over 60% in size
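Luminescence from Amplite-detected luciferase (10 minutes, ambient) reports Rab9 promoter activation. Before that, stable Rab9-luciferase Huh7 cells (1500/well, reduced-serum OP-MEM I plus 10% FBS) were exposed to compound for 24 hours at 37C.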
uPA surface inh = cell surface uPA generation inhibition | actives 0.31% (n = 330,000) | AID 540303 | cell surface uPA generation assay, qHTS | Potency, µM (series often up to 38.3 µM), without a hit: top-dose activity change, negative = inhibition, actives largely listed as inhibitors; active = well fitted inhibition curve with a large enough effect; inconclusive = small, poorly fitted or top-dose-only effect; inactive = no such curve, though single readings can be large or run the other way; tested in mouse RAW 264.7 cells; also: % is scaled to controls: 0 for no effect and ±100 for the full control effect; nearly all actives have a fitted effect of over 55% in size
* marks the source's active call; other numbers are inactive results; ? = inconclusive; · = not tested or not shown; [ ] = dose if it differs, or a comment. Unless noted, calls follow the shape of the dose curve; as a rule, active = well fitted curve in the direction sought with a large enough effect; inconclusive = small, poorly fitted or top-dose-only effect, or another doubt; inactive = no such curve, though single readings can be large; an effect the other way counts as inactive or inconclusive. Potency is read from the fitted curve at half-maximal effect.

no.	SMILES	ELG1 genotoxic	MLL CXXC-DNA inh	VP16 counter	FLuc modulator	BRCA1 expr up	Rab9 promoter act	MBNL1-CUG inh	p53 reactivation	uPA surface inh	RORg inh	NPC1 promoter act
1	CCc1ccc(NC(=O)C(=O)N/N=C(\C)CC(=O)NCc2ccc(Cl)cc2)cc1	7%	5%	24%	?	18%	20%	·	4%	-10%	-26%	-1%
2	CCC(C)(C)n1nnnc1C(c1cc2cc(OC)ccc2[nH]c1=O)N1CCc2ccccc21 (stereo not drawn)	-5%	12%	3%	2%	-56%	-9%	-1%	2%	-9%	22%	-1%
3	Cn1c(SCc2ccc(Br)cc2)nnc1-c1ccccn1	2%	1%	-11%	0%	80%	13%	0%	8%	-4%	27%	-1%
4	O=C(Nc1nc(-c2cccnc2)cs1)c1ccccc1F	18µM*	6%	6%	-6%	?	3.5µM*	-20%	9%	0%	10%	?
5	O=C(C[n+]1cc[nH]c1)c1ccc(Cl)cc1	0%	-12%	22%	4%	-14%	4%	-4%	·	0%	-2%	-2%
6	CC(=O)Nc1ccc(NC(=O)c2ccccc2N(Cc2ccccc2)S(C)(=O)=O)cc1	-10%	-12%	-6%	-1%	2%	4%	0%	-10%	3%	1%	1%
7	CCOC(=O)CSc1nc2ccccc2c(=O)n1CCN1CCOCC1	-1%	3%	-15%	-2%	1%	-1%	0%	-8%	·	-21%	0%
8	CCCCNC(=O)C1CCCN(S(=O)(=O)c2c(C)noc2/C=C/c2cccs2)C1 (stereo not drawn)	-9%	6%	?	-3%	-40%	0%	6%	0%	-4%	?	-1%
9	CCOC(=O)c1c(-c2ccc(C)o2)csc1NC(=S)NC(=O)c1ccc(F)cc1	0%	-6%	3.2µM*	-3%	-39%	-6%	-7%	-1%	8%	1.8µM*	-2%
10	CCc1ccc(C(=O)NC(CC(C)C)C(=O)O)cc1 (stereo not drawn)	-1%	-9%	-10%	-13%	5%	0%	-3%	-4%	·	37%	0%
11	Cc1ccc(S(=O)(=O)Nc2ccc(S(=O)(=O)NCC3CCCO3)cc2)cc1 (stereo not drawn)	-6%	-5%	-7%	0%	-3%	-6%	-1%	3%	3%	-21%	-3%
12	COc1ccc(-c2ccc(/C=N/N3C(=O)C4C5C=CC(C6CC56)C4C3=O)o2)c([N+](=O)[O-])c1 (stereo not drawn)	-6%	3%	-10%	?	-26%	-9%	·	-3%	-5%	?	-8%
13	CCCNC(=O)c1n[nH]c2c1CC(C(C)(C)CC)CC2 (stereo not drawn)	-2%	·	·	?	4%	3%	·	25%	-4%	·	-1%
14	COc1cc(C(=O)Nc2ccc(S(=O)(=O)N3CCOCC3)cc2)c([N+](=O)[O-])cc1OC	0%	11%	-4%	4%	-12%	1%	?	2%	4%	33%	-3%
15	CCN(CC)c1ccc(C(=O)NNC(=O)CCl)cc1	6%	12%	-7%[10 µM]	-13%	-20%	-10%	-2%	15%	-11%	38%	-14%
16	NC(=O)CSc1ncnc2c1nnn2Cc1ccc(F)cc1	2%	4%	24%	0%	-12%	1%	2%	1%	-9%	?	0%
17	Cc1ccc(-c2nnc(SCC(=O)N/N=C/c3ccccc3C(=O)O)n2-c2ccccc2)cc1	1%	10%	-12%	?	·	1%	-9%	0%	·	7%	-5%
18	CCc1ccc(OCC(=O)N/N=C/c2ccc(OS(=O)(=O)c3ccc(C)cc3)c(OC)c2)cc1	-1%	11%	-1%	5.4µM*	21%	-4%	0%	3%	11%	-14%	-1%
19	COc1ccc(C(=O)CN2Cc3ccccc3C2=N)cc1	2.6µM*	-5%	-11%	11µM*	?	2.5µM*	-5%	?	?	-37%	4µM*
20	O=C(/C=C/c1ccccc1)N/C(=C\c1ccco1)C(=O)NCCO	2%	6%	-1%	3%	0%	6%	8%	-4%	-3%	1%	-4%

Arranged by molar mass (highest first): some entries from above
no.	SMILES	ELG1 genotoxic	MLL CXXC-DNA inh	VP16 counter	FLuc modulator	BRCA1 expr up	Rab9 promoter act	MBNL1-CUG inh	p53 reactivation	uPA surface inh	RORg inh	NPC1 promoter act
14	COc1cc(C(=O)Nc2ccc(S(=O)(=O)N3CCOCC3)cc2)c([N+](=O)[O-])cc1OC	0%	11%	-4%	4%	-12%	1%	?	2%	4%	33%	-3%
11	Cc1ccc(S(=O)(=O)Nc2ccc(S(=O)(=O)NCC3CCCO3)cc2)cc1 (stereo not drawn)	-6%	-5%	-7%	0%	-3%	-6%	-1%	3%	3%	-21%	-3%
15	CCN(CC)c1ccc(C(=O)NNC(=O)CCl)cc1	6%	12%	-7%[10 µM]	-13%	-20%	-10%	-2%	15%	-11%	38%	-14%

The listing continues:
no.	SMILES	ELG1 genotoxic	MLL CXXC-DNA inh	VP16 counter	FLuc modulator	BRCA1 expr up	Rab9 promoter act	MBNL1-CUG inh	p53 reactivation	uPA surface inh	RORg inh	NPC1 promoter act
21	Cc1ccc(NC(=O)C2C3CCC(O3)C2C(=O)O)cc1Cl (stereo not drawn)	15%	?	-10%	-1%	11%	9%	-1%	?	?	5%	-5%
22	CCC1ON(c2ccccc2)C2c3nc4ccccc4n3CC12 (stereo not drawn)	3%	-18%	16%	-2%	2%	-3%	7%	-1%	-9%	-24%	1%
23	Cc1ccc(N2CCN(C(=O)c3cccs3)CC2)cc1C	0%	-1%	-26%	?	17%	25%	7%	·	0%	3%	19%
24	CCCc1nnc(NC(=O)CCC(=O)N2CCN(C3CCCC3)CC2)s1	1%	-4%	0%	-2%	10%	0%	-14%	-11%	5%	-2%	-3%
25	Cc1cc(C)c(N(C(=O)c2csnn2)C(C(=O)NC(C)(C)C)c2ccncc2)c(C)c1 (stereo not drawn)	1%	5%	4%	1%	9%	-2%	8%	-3%	-12%	-14%	-1%
26	CC(C)Oc1ccc(CCNC(=O)C2CCC(=O)N(Cc3cccc(F)c3)C2)cc1 (stereo not drawn)	7%	14%	?	-2%	24%	26%	-7%	22%	5%	30%	-2%
27	COc1ccc(NC(=O)C2CCN(S(=O)(=O)c3ccc(OC)c(OC)c3)CC2)cc1	-1%	29%	-1%	-2%	8%	2%	-5%	-4%	16%	21%	-1%
28	COc1ccccc1CNC(=O)C1CCCN(S(=O)(=O)c2cnc[nH]2)C1 (stereo not drawn)	0%	-1%	5%	-4%	-3%	2%	-3%	0%	10%	6%	0%
29	CCOc1ccc(NC(=O)CN(C)C(=O)c2cccc3ccccc23)cc1OCC	0%	·	·	3%	-9%	-5%	·	-4%	3%	·	-3%
30	CCCCn1c(SCC(=O)c2cc(OC)ccc2OC)nc2cc(S(N)(=O)=O)ccc21	-1%	-12%	0%	0%	-16%	1%	3%	-1%	-9%	12%	0%
31	O=C(COC(=O)c1cc(=O)[nH]c2ccccc12)NCc1ccc(F)cc1	-5%	·	·	4%	20%	0%	·	-7%	3%	·	-3%
32	CCOc1ccc(-n2c(C)nc3c(cnn3-c3ccc(Cl)cc3)c2=O)cc1	5%	9%	-2%	-1%	-26%	-11%	5%	1%	5%	-2%	-8%
33	CCOc1ccc(S(=O)(=O)NCCC(=O)NCc2cccnc2)cc1	-1%	·	·	-1%	-1%	0%	·	1%	-5%	·	-2%
34	CCC(c1nnnn1CCOC)N(Cc1ccc(C)cc1)Cc1cc2cc(OC)ccc2[nH]c1=O (stereo not drawn)	-3%	14%	-2%	0%	-85%[inhibitor]	1%	7%	-7%	-2%	-4%	0%
35	Cn1nc(C(F)(F)F)c(C#N)c1N1CCN(c2ccc(F)cc2)CC1	-26%	-7%	5%	-2%	-21%	-10%	-4%	-4%	4%	-1%	1%
36	CCOC(=O)c1sc(=S)n(C)c1N	-5%	4%	-6%	-8%	-7%	2%	?	-2%	-10%	11%	4%
37	CC(=O)c1nnn(-c2cccc(C#N)c2)c1C	-5%	-11%	-2%	1%	-1%	-1%	-12%	0%	-12%	-7%	-2%

Quoted from above: nos. 36 to 37
no.	SMILES	ELG1 genotoxic	MLL CXXC-DNA inh	VP16 counter	FLuc modulator	BRCA1 expr up	Rab9 promoter act	MBNL1-CUG inh	p53 reactivation	uPA surface inh	RORg inh	NPC1 promoter act
36	CCOC(=O)c1sc(=S)n(C)c1N	-5%	4%	-6%	-8%	-7%	2%	?	-2%	-10%	11%	4%
37	CC(=O)c1nnn(-c2cccc(C#N)c2)c1C	-5%	-11%	-2%	1%	-1%	-1%	-12%	0%	-12%	-7%	-2%

This is a subset; count on the stated rates, not on these rows.
